# MDM2 E3 inh: blocks human Mdm2 ubiquitin ligase activity | signal enhancement, % at 5 µM | cell-based MDM2 ubiquitination luciferase reporter, 2 h; 0 = plate control, 100 = twice control, blank-subtracted | Q00987 | 0.11% of 210,000 active;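 active = signal enhancement of 30% or more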;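 also: luminescence tracks abundance of the self-degrading MDM2-luciferase fusion protein; higher signal means inhibition of MDM2 E3 ligase activity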
#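 Test system: stable mammalian line carrying autodegrading MDM2–luciferase fusion reporter; quantity: 2000 cells in each well; times: 4 h cell settling then 2 h compound exposure, 37 °C; detection: luminescence with SteadyLite reagent, 15 min at room temperature; evaluation: percent signal gain over controls, blank-subtracted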
# TNF death inh: blocks TNF-alpha induced death of Jurkat FADD-/- cells | Jurkat FADD-/- TNF necroptosis rescue, ATP luminescence, 24 h; 0 = TNF only, 100 = no-TNF cells | activation (protection from cell death), % at 10 µM | 0.068% of 220,000 active | AID 463075;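 active = activation, meaning protection from cell death, of at least 50% relative to plate controls; inactive = activation below 50%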;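 also: necroptosis triggered by 40 ng/mL TNF-alpha added together with compound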
# NCF1 inh: inhibitors of human p47phox binding; P14598; p47phox/p22phox peptide binding, fluorescence polarization, 2 h; inhibition, % at 24.7 µM; 0.53% of 220,000 active; AID 1274;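 active = inhibition above about 30%, limit read from the data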;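 also: 0% = p47phox with labelled peptide and 100% = labelled peptide alone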
# Target sequence (P14598 whole entry, looked up): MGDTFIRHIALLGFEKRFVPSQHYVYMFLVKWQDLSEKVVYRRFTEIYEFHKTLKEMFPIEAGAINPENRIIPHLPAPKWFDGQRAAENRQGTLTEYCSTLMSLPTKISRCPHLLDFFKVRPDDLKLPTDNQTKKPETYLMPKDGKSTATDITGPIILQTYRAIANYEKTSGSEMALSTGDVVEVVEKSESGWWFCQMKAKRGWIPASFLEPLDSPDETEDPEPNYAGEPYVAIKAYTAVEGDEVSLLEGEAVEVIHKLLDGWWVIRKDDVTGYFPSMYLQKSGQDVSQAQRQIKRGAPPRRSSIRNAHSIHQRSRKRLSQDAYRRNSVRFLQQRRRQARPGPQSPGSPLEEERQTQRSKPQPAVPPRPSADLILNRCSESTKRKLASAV
# EBV gp42 block: EBV gp42 inhibition; Q1HVG2; Fluorescence polarization binding assay, mP read-out; inhibition, % (tested at 21.74 µM); 0.42% of 220,000 active; in the data active = inhibition above about 50%
# TRPN1 ag: agonists of zebrafish TRPN1 channel | HEK293 zebrafish TRPN1-YFP, Fluo-8 calcium fluorescence; 100% = response to 87 µM carbachol | 0.18% of 220,000 active | AID 1424 | activation, % at 3 µM;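 active = activation above its plate's cutoff, the mean activation of test wells on that plate plus 3 SD, cut at about 19% in these data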;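 also: 0% = DMSO alone and 100% = 87 µM carbachol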
#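 Control set: carbachol 87 µM as high control, DMSO as low control; system: HEK293 stable line with zebrafish TRPN1-YFP; read-out: % activation versus carbachol response; detection: intracellular calcium fluorescence with Fluo-8; doses: single test compound dose, 3 µM nominal, 0.3% DMSO; schedule: dye 1 h 37 °C plus 30 min RT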
# PPC-1+TRAIL kill: PPC-1 cancer cell killing with TRAIL present. PPC-1 cells + TRAIL, ATPLite viability luminescence. cell killing (% activity), % at 4 µM. 0.41% of 220,000 active. AID 1443;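 active = cell killing above 50% in the first pass at 4 µM, then a duplicate retest at 5 µM averaging 50% or more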;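 also: plate controls were cells with TRAIL plus DMSO for no effect and medium-only wells lacking cells for full effect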
# Runt-SMMHC FRET: Runt domain-CBFb-SMMHC interaction inhibition. Q01196+Q13951. Cerulean-Runt/Venus-CBFb-SMMHC FRET ratio 530/480, 1 h. inhibition, % at 20 µM. 0.74% of 220,000 active;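 active = mean inhibition across duplicate retests at 20 µM reaching about 50%, limit read from the data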;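 also: 0% = DMSO wells and 100% = wells with excess untagged CBFb-SMMHC; inhibitors lower the FRET ratio by blocking Runt binding to CBFb-SMMHC; some results filed as inactive read as strong as hits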
# TRPML3 agonist: human mucolipin-3 channel agonism. AID 1448. Q8TDD5. activation, % at 3 µM. HEK293 TRPML3-YFP, Fluo-8 calcium fluorescence; 100% = the carbachol control signal. 0.29% of 220,000 active;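 active = activation above its plate's cutoff, the mean activation of the plate's test wells plus 3 SD, cut at about 12% in these data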;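 also: 0% = DMSO only wells and 100% = carbachol wells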
# Target sequence (Q8TDD5 whole entry, looked up): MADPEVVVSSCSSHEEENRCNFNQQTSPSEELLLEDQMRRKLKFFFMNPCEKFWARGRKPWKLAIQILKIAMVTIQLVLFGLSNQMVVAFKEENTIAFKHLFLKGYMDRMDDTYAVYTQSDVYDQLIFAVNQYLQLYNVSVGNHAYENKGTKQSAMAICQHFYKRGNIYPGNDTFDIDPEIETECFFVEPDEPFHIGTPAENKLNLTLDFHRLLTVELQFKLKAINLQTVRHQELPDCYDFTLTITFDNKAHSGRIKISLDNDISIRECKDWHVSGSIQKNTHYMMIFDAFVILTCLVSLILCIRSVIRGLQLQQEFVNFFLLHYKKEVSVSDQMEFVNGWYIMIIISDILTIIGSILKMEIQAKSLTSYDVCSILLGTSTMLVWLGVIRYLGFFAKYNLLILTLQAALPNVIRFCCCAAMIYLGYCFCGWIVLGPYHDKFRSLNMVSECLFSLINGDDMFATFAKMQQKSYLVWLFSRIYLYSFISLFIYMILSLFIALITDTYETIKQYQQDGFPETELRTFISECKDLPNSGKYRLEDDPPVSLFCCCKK
#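 Test system: HEK293 cells stably carrying human TRPML3-YFP; Doses: single dose, 3 µM final nominal compound, 0.3% DMSO final; Schedule: dye loading 1 h 37 °C then 30 min ambient, 125 s read; Technique: Fluo-8 calcium fluorescence; Benchmarks: high control carbachol 87 µM, low control DMSO.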
# CHOP inh: blocks CHOP induction under ER stress | CHO-K1 CHOP-promoter luciferase, tunicamycin-induced, 15-18 h | inhibition, % at 10 µM | 3.8% of 220,000 active | AID 2732;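 active = compounds that reduced the stress-induced luciferase reporter signal by more than about 70% of percent inhibition, limit read from the data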;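 also: 0% = tunicamycin plus vehicle and 100% = wells without tunicamycin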
# * = called active by the depositor; · = not tested or not shown; [ ] = remark or other dose.
SMILES,MDM2 E3 inh,TNF death inh,NCF1 inh,EBV gp42 block,TRPN1 ag,PPC-1+TRAIL kill,Runt-SMMHC FRET,TRPML3 agonist,CHOP inh
O=C(CNC(=O)/C(=C\c1ccc(F)cc1)NC(=O)c1ccccc1)OCc1ccccc1,-6,-5.7,-16,-8,-0.8,21,3,-0.4,20
COC(=O)c1cc(=O)n(Cc2ccco2)c(=Nc2ccc(F)cc2)s1,1,-7.3,-5,-6,-1.1,3,-1,-0.2,7
CCn1nc(NC(=O)Cc2ccc(OC)cc2)c2cc3cccc(C)c3nc21,-6,2.0,-10,-9,1.3,17,82*,0.9,19
COc1cc2c(cc1OC)C1=NC(=O)CN1C(SCc1ccccc1)=N2,2,1.7,-49,-32,0.5,40,2,0.4,40
CN1CCN(CC(=O)NN2CC(=O)N(c3ccc(F)cc3)CC2=O)CC1,-12,2.9,1,-5,1.5,-9,1,-0.2,-5
COc1ccc(OCC(=O)Nc2cc(-c3nn(C)c(=O)c4ccccc34)ccc2N2CCOCC2)cc1,·,-2.7,7,-4,2.4,2,-1,0.0,2
C=CCn1c(SCC(=O)NC23CC4CC(CC(C4)C2)C3)nc(O)cc1=O,-5,0.6,-29,-5,-0.1,-2,0,0.5,-20
CC(C)CC(N)c1cn([C@@H](CCC(=O)O)C(=O)N2CCNCC2)nn1 (some centres undefined),·,0.3,-4,-5,0.3,16,3,1.1,14
CC(Nc1ccc2c(c1)OCCO2)C(=O)N1c2ccccc2CC1C (centres undefined),-14,-0.3,-8,9,1.6,2,-1,0.6,4
Cc1cccc(Cn2ccc(NC(=O)c3cccnc3)n2)c1,-1,1.1,·,2,2.0,-11,0,1.4,2
Cc1cc(C)c2c(=O)[nH]cnc2n1,-11,0.3,0,-1,0.5,-5,1,0.5,-4
COc1ccc(OCC(O)CNCc2ccco2)cc1 (centres undefined),6,0.1,-73,-14,0.6,7,-2,1.1,14
Cc1ccc(S(=O)(=O)Oc2ccccc2/C=N/O)cc1,1,-0.6,4,-15,-2.6,-2,-4,-0.4,2
COc1ccc(C2(O)CCN(Cc3nnnn3Cc3ccc(F)cc3)CC2)cc1,-28,-0.7,-6,-12,0.7,6,3,1.1,5
CC(=O)c1ccc(NC(=O)c2cnn3ccccc23)cc1,-37,-0.1,-7,6,2.1,33,2,0.5,-12
COc1ccc(CC(C)N2CCN(c3ccccc3OC)CC2)cc1OC (centres undefined),-7,3.2,-9,4,0.7,-7,-2,1.1,17
Cc1cc(C)n(-c2nc(NCCCN(C)C)c3c4c(sc3n2)CCCC4)n1,-16,-14,6,3,1.5,23,1,0.9,-32
Cc1ccc(/C=C(\C#N)c2nc3ccccc3[nH]2)s1,-12,-4.5,-46,-3,0.6,51*[5 µM],-4,-0.4,44
Cc1ccc2cc(CN(c3ccccc3)S(=O)(=O)c3ccccc3)c(=O)[nH]c2c1,-1,1.9,-15,7,0.4,2,0,0.7,10
COc1cccc(C(=O)NNC(=O)Cc2ccc(Cl)cc2)c1,-2,2.2,-3,-23,1.9,12,2,-0.1,14
Cc1ccc(S(=O)(=O)NNC(=O)c2c(O)c3ccccc3[nH]c2=O)cc1,-8,2.6,-24,-5,0.3,-2,3,0.2,6
Cc1nn(CCOc2ccccc2)c(=O)n1-c1ccc(F)cc1,-23,28,0,-14,-0.6,10,-9,1.0,-6
c1ccc2sc(C3CCN(Cc4nnnn4Cc4ccc5c(c4)OCO5)CC3)nc2c1,·,-0.8,-5,1,-0.9,13,6,1.0,42
COc1cccc(NC(=O)COC(=O)CCS(=O)(=O)c2ccc(C)cc2)c1,25,0.3,-2,-5,-0.3,23,0,0.3,-1
CCOC(=O)C(C)CC(C)C(=O)N1CCOCCN(C(=O)C(C)CC(C)C(=O)OCC)CCOCC1 (centres undefined),-10,-0.6,-7,-7,-0.1,0,-6,-0.2,8

# 3 entries from above, with two lines to a compound:
# Sequence of screens: MDM2 E3 inh | TNF death inh | NCF1 inh | EBV gp42 block | TRPN1 ag | PPC-1+TRAIL kill | Runt-SMMHC FRET | TRPML3 agonist | CHOP inh
O=C(CNC(=O)/C(=C\c1ccc(F)cc1)NC(=O)c1ccccc1)OCc1ccccc1
    -6 | -5.7 | -16 | -8 | -0.8 | 21 | 3 | -0.4 | 20
COC(=O)c1cc(=O)n(Cc2ccco2)c(=Nc2ccc(F)cc2)s1
    1 | -7.3 | -5 | -6 | -1.1 | 3 | -1 | -0.2 | 7
CCn1nc(NC(=O)Cc2ccc(OC)cc2)c2cc3cccc(C)c3nc21
    -6 | 2.0 | -10 | -9 | 1.3 | 17 | 82* | 0.9 | 19

# The list continues:
SMILES,MDM2 E3 inh,TNF death inh,NCF1 inh,EBV gp42 block,TRPN1 ag,PPC-1+TRAIL kill,Runt-SMMHC FRET,TRPML3 agonist,CHOP inh
COc1ccc(/C=C(\C#N)C(=O)OCC(=O)NCc2ccccc2Cl)cc1,-7,2.0,·,-21,0.0,-17,-7,0.8,10
COc1ccc(CNc2nn[nH]n2)cc1OC,-5,1.1,-6,-3,-0.1,7,0,0.5,7
COc1ccccc1-c1noc(CCC(=O)Nc2cc(C(F)(F)F)ccc2Cl)n1,3,-0.1,-14,-7,-1.2,0,2,-1.5,40
N#CCCn1cc(C(N)=O)c(-c2cccs2)n1,·,-0.6,-8,-3,0.0,29,0,0.5,4
Cc1ccc(-c2nc3ncccn3c2Nc2ccc3c(c2)OCO3)o1,-7,-2.7,2,-21,0.1,-6,-6,0.4,12
CCC(C)(C)NC(=O)/C=C/c1cccs1,-17,2.7,2,-4,-0.9,17,0,-0.1,-24
CC1CCN(c2cc(C#N)c(C#N)cc2[N+](=O)[O-])CC1,-16,-0.8,3,-2,0.7,6,-1,0.6,22
O=c1[nH]c(CN2CCc3ccccc3C2)nc2ccccc12,-12,1.2,12,-2,0.5,8,-3,0.0,-1
COc1cc(OC)c2ccc(=O)oc2c1C(CC(=O)N1CCOCC1)c1ccc2c(c1)OCO2 (centres undefined),2,-1.1,-6,-12,·,5,1,·,11
O=C1c2ccccc2C(=O)N1Cc1cc(-c2ccccc2Cl)no1,-13,-0.4,-15,-4,-1.3,-9,-3,-0.9,23
CCP(=O)(CC)c1cccc(N)c1,-7,0.9,-11,-16,1.4,1,-3,-0.7,29
COc1ccc(C(=O)NC(NC(=S)Nc2ccc(S(N)(=O)=O)cc2)C(Cl)(Cl)Cl)cc1 (centres undefined),-5,1.3,-13,4,0.4,9,0,1.1,6
NC(=O)C1c2ccccc2CSc2ccccc21 (centres undefined),1,-2.8,-3,-23,-0.4,-6,-1,0.4,12
Cc1cccc(C)c1OCC(=O)N/N=C/C=C/c1ccco1,-3,-1.6,-6,16,-0.3,-4,-14,-0.4,21
CCOC(=O)c1ccccc1NC(=O)CSc1nnc(COc2ccccc2)n1CC,8,-4.3,-4,1,-4.0,-16,-2,-0.6,42
COC(=O)c1cc(C#N)c(SCc2ccccc2)nc1C,-16,-0.3,1,-12,-1.4,9,-4,0.2,46
Cc1cc(C)n2nc(C(=O)Nc3ccc4c(c3)OCO4)cc2n1,-10,0.4,-10,-4,-0.8,28,-4,0.2,23
COC(=O)C1=C(N)Oc2c(oc(CO)cc2=O)C1c1c(F)cccc1Cl (centres undefined),-4,3.2,-8,-2,-0.7,11,-8,-0.5,3
COc1ccc(-c2ccc(-c3noc(-c4cccc(OC)c4)n3)c(OC)n2)cc1,-24,1.7,·,·,2.0,-1,-15,1.2,·
N=c1c2c(ncn1CCN1CCOCC1)Oc1cc(O)ccc1C2c1ccccc1 (centres undefined),-4,-2.4,2,6,6.1,-3,6,2.0,9
COc1ccc(NC(=O)CSc2nnc(CNC(=O)COc3ccc(Cl)cc3)o2)c(OC)c1,-17,-1.2,-4,8,-0.1,-14,0,-0.9,35
CC(C)(C)OC(=O)NC(CC(=O)OCc1ccccc1)C(=O)O (centres undefined),-13,1.1,-9,-3,0.9,2,-1,1.1,1
CCCc1nc2ccccc2c(=O)n1/N=C/c1ccc(O)cc1,-6,-1.7,-16,-25,0.0,21,-6,-0.9,66
CC(C(=O)Nc1ccc(S(=O)(=O)N2CCOCC2)cc1)N(c1ccccc1)S(C)(=O)=O (centres undefined),-7,2.5,-3,-4,-0.2,8,4,1.3,24
Cc1cc(Cl)c2c(c1)[C@]1(C(=O)N2)[C@@H]2C(=O)N(Cc3ccccc3)C(=O)[C@@H]2[C@@H]2CCCN21,-2,-2.8,-8,4,-1.4,13,-4,-0.6,71*
# (cont.)
SMILES,MDM2 E3 inh,TNF death inh,NCF1 inh,EBV gp42 block,TRPN1 ag,PPC-1+TRAIL kill,Runt-SMMHC FRET,TRPML3 agonist,CHOP inh
CCN(CC)c1ccc(N2C(=O)c3ccccc3C2=O)cc1,-12,1.9,-5,-12,1.7,8,0,0.4,25
Cc1c(C2=CCN(S(=O)(=O)c3ccc(Br)cc3)CC2)c2ccccc2n1C,-6,2.4,-87,-12,1.7,19,-64,1.0,23
CCCc1[nH]nc2c1C(c1ccc(Br)s1)C(C#N)=C(N)O2 (centres undefined),-16,-14,-12,-2,1.5,6,-2,-0.5,·
Cc1ccc(C)n1-c1cc(S(=O)(=O)N2CCOCC2)ccc1N1CCCC1,-16,-6.3,-16,96*,0.7,-2,-2,0.7,0
C=CCSC1=N/C(=C\c2ccc(C)o2)C(=O)S1,-11,-3.1,-13,-12,-1.3,-22,-7,1.2,72*
O=C(c1ccc(Cl)cc1[N+](=O)[O-])N1CCc2ccccc2C1,-11,0.3,-3,4,-1.1,2,-2,0.0,2
Cc1cc(Oc2ccc(Cl)cc2)nc(-c2ccccn2)n1,-3,-0.1,-12,-20,-0.7,2,4,0.6,14
O=[N+]([O-])c1cccc(C(=Nc2ccccc2Cl)NO)c1,-5,-12,-9,-10,-1.2,4,-5,-0.7,24
c1coc(-c2nnc3n2C2(CCCC2)Cc2ccccc2-3)c1,0,-0.2,7,-7,0.6,16,2,0.8,0
Cc1[nH]c(=O)[nH]c(=O)c1S(=O)(=O)N1CCC(C(=O)N2CCN(c3cccc(C(F)(F)F)c3)CC2)CC1,-4,1.2,-6,-5,1.9,19,-3,0.9,10
O=C1CC(c2ccccc2)Sc2ccccc2N1 (centres undefined),-3,0.0,-6,-2,-1.2,15,4,0.5,19
CCN(CC)S(=O)(=O)c1cccc(-c2nnc(SCc3nc4ccccc4s3)o2)c1,-4,1.4,-106,-32,-1.2,17,-3,0.6,0
CCOC(=O)CSc1nc2cc3c(cc2cc1C#N)OCO3,-12,1.9,-10,-12,-0.5,-3,-17,-0.1,-60
COC(=O)[C@@H]1C[C@H]1[C@@H](NC(=O)c1ccccc1)c1ccccc1,·,1.4,13,-6,0.2,12,-3,-1.4,-9
O=C(Nc1cccnc1)c1cc(-c2ccc(F)cc2)on1,-15,-4.5,-11,7,2.5,0,-2,0.7,-1
Cc1ccn2c(NC(=O)c3ccco3)c(-c3ccccc3)nc2c1,0,-2.0,-16,-19,0.0,31,5,0.3,2

# Source: PubChem BioAssay (several laboratories)

# Compounds as they come; any-hit rate near 5.9%.
